V-ATPase pHluor – regulators of yeast V-ATPase proton transport; S. cerevisiae, pHLuorin cytosolic pH fluorescence; response, % at 10 µM; hit rate 0.37% among 350,000; in the data active = response mostly above about 7.3%, no sharp cut-off; inactive = mostly below about 5.4%; note: actives read high; inactives centre near 0; some compounds called inactive have numbers as strong as hits; reference of the scale not given here
DAGLB inhibitor – diacylglycerol lipase beta (human) inhibition. Q8NCG7. HEK293T DAGLB membrane lysate, EnzChek fluorogenic substrate. inhibition, % at 5.17 µM. hit rate 0.059% among 340,000. AID 504411; in the data active = inhibition above about 34%;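 note: 0% = enzyme with vehicle and 100% = wells lacking enzyme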
HTR5A inv ctr – inverse agonist of human HTR5A in OPRM1-OPRD1 counter-screen | P47898 | HTR5A cell line, luminescence, inverse agonism | inhibition, % at 9.3 µM | hit rate 0.083% among 340,000 | AID 504634; in the data active = inhibition mostly above about 23%, no sharp cut-off; inactive = mostly below about 18%;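 note: 0% = cells with DMSO and 100% = no-cell wells with DMSO; some compounds called inactive have numbers as strong as hits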
PKA-R2B activ – PKA-R2B complex activation. P22694+P31323. hit rate 0.079% among 340,000. PKA-R2B holoenzyme dissociation, Cy5-IP20 fluorescence polarization; R2B truncated from residue 108, S112A mutant; 0% DMSO only, 100% 113 µM cGMP. activation, % at 11.4 µM;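 active = activation above a cutoff set at the mean over all compounds plus 3 SD, cut at about 18% in these data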;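 note: higher means more holoenzyme dissociation and a rise in polarization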
HTR5A ag – HTR5A agonism, opioid heterodimer counter-screen; HTR5A agonist assay, luminescence, cell-based; AID 504692; P47898; activation, % at 9.3 µM; hit rate 0.61% among 340,000; in the data active = activation mostly above about 9.5%, no sharp cut-off; inactive = mostly below about 7.6%;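 note: 0% = cells with vehicle only and 100% = reference agonist; strong numbers were not always called active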
OPRM1-OPRD1 ag – agonists of human mu-delta opioid receptor heterodimerization; activation, % at 9.3 µM; cells, OPRM1-OPRD1 heterodimerization, luminescence; AID 504326; hit rate 0.3% among 340,000; P35372+P41143; in the data active = activation above about 18%;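 note: 0% = vehicle-treated cells and 100% = reference agonist; values of inactives mirror those of a sister screen read the other way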
Pemphigus Ab inh – human desmoglein-3 autoantibody binding inhibition; P32926; DSG3-coupled beads, scFv-anti-DSG3-GFP binding, flow cytometry; active compounds read low; binding (percent of control), % at 10 µM; hit rate 0.48% among 310,000;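 active = binding more than 3 SD below its plate's average and above zero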;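 note: hits lower antibody fragment binding to DSG3; some compounds called inactive have numbers as strong as hits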
Target sequence (P32926 whole entry, looked up, the tested form may be a part): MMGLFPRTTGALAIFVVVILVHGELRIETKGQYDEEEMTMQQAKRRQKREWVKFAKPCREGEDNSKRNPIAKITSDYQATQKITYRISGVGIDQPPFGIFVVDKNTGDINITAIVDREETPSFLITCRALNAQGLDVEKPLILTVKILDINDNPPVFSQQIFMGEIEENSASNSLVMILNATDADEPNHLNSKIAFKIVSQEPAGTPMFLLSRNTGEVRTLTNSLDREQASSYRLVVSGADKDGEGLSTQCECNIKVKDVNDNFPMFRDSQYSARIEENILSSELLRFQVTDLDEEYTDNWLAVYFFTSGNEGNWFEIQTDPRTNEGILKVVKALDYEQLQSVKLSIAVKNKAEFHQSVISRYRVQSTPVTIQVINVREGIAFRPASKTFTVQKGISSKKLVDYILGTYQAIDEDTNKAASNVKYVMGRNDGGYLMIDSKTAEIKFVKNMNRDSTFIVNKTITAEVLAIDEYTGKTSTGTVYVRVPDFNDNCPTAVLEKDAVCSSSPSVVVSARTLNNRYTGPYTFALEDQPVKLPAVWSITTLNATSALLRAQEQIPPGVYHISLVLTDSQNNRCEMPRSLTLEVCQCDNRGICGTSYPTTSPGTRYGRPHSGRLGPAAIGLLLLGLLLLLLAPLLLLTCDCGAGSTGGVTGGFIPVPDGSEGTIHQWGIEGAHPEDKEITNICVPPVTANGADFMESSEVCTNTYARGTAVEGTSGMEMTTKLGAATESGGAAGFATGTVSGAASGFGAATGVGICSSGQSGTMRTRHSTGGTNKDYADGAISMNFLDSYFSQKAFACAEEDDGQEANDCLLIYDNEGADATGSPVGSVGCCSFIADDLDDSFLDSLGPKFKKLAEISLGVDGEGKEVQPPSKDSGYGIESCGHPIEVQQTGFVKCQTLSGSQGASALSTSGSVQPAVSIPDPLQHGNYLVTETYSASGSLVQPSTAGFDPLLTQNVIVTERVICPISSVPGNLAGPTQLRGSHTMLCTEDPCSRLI
Arr AP2 block – blocks beta-arrestin peptide binding to AP2 adaptin; FITC-arrestin peptide / GST-AP2 beads, flow cytometry; AP2 beta2 appendage carries R879A mutation; inhibition, % at 10 µM; hit rate 0.31% among 340,000; AID 504490;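 active = inhibition above a set limit, near 3 SD of compounds lacking own fluorescence, cut at about 54% in these data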;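 note: plate controls were DMSO wells for no effect and 5 µM unlabelled arrestin peptide for full effect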
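System: GST-AP2 R879A glutathione beads. Medium: PBS with 0.05% Tween 20 and 0.1% BSA. Also added: FITC-arrestin peptide, 50 nM. Incubation: 12 min plus 1 h, RT. Measured by: high-throughput flow cytometry of beads, ex 488, em 535 nm. Evaluation: percent drop in bead-associated FITC signal.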
PKA-R1A activ – PKA-R1A complex activation. PKA-R1A dissociation, Cy5-IP20 fluorescence polarization; scaled: DMSO 0%, 113 µM cGMP 100%. activation, % at 11.4 µM. hit rate 0.083% among 340,000. AID 504707;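 active = percent activation above the mean of all tested compounds plus 3 SD, cut at about 19% in these data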;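 note: higher means more PKAc released from R1A so a rise in polarization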
MOR-DOR inv ag – inverse agonist of human OPRM1-OPRD1 heterodimerization; cell-based MOR-DOR heterodimer luminescence, inverse agonism; hit rate 0.21% among 340,000; P35372+P41143; AID 504357; inhibition, % at 9.3 µM; in the data active = inhibition above about 22%, passing the limit was not always enough;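 note: 0% = cells with DMSO and 100% = wells without cells with DMSO; values of inactives mirror those of a sister screen read the other way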
* hit, by the source's call; x = not tested or not shown.

SMILES	V-ATPase pHluor	DAGLB inhibitor	HTR5A inv ctr	PKA-R2B activ	HTR5A ag	OPRM1-OPRD1 ag	Pemphigus Ab inh	Arr AP2 block	PKA-R1A activ	MOR-DOR inv ag
Cc1ccc(N/C(N)=N/c2nc(C(F)(F)F)cc(C(F)(F)F)n2)cc1	-2	-3	8	-6	9	3.5	95	18	-1	-17
O=C(Nc1ccc2c(c1)OCCO2)c1oc2ccccc2c1NC(=O)C1CC1	0	-1	0	9	0	2.2	x	7	-4	-10
Nc1nnc(SCC(=O)Nc2ccc(N3CCOCC3)c(Cl)c2)s1	7.4*	-2	-17	-6	2	-0.8	102	10	-4	4
O=S(=O)(Nc1ccc2ccccc2c1)N1CCCCC1	-4	-2	-18	-7	5	4.9	90	1	-7	-24
CCN1C(=NCCc2ccc([N+](=O)[O-])cc2)N[C@@H](c2ccccc2)[C@H](C(=O)OC)[C@H]1C	2	-1	9	0	-3	-2.8	104	27	2	13
Cc1cccc(C(=O)N2CCCC(CCC(=O)N3CCN(c4ccccn4)CC3)C2)c1C (stereo unspecified)	1	0	1	4	0	0.1	103	20	15	-1
CCOc1ccc(S(=O)(=O)NCCC(=O)N(C)Cc2cccs2)cc1	-2	-2	-7	-8	3	-3.7	101	-8	-4	16
O=C(Nc1cc(S(=O)(=O)Nc2ccc(Cl)cc2)ccc1N1CCCCC1)c1ccc(F)cc1Cl	1	-12	-5	-7	3	1.7	121	6	-19	-9
Cc1ccc2[nH]c(=O)c(CN(CC3CCCO3)C(=S)Nc3ccccc3)cc2c1 (stereo unspecified)	-2	0	-24	0	2	-3.0	98	34	1	16
COc1ccccc1C(=O)Nc1ccnn1C1CCN(C/C=C/c2ccccc2)CC1	2	0	-19	2	3	-2.9	110	-4	-3	15
CCOCCCNC(=O)c1ccc(NC(=O)C2CCCO2)cc1 (stereo unspecified)	1	1	3	1	-1	-2.4	102	8	-1	11
COc1ccc(-n2nc(C(=O)NCC(=O)Nc3cc(C)ccc3OC)c3ccccc3c2=O)c(OC)c1	-5	-2	-13	-8	2	0.1	98	4	-2	0
Cc1cccc(NC(=O)CSc2nc3ccccc3c(=O)n2C)c1	-1	-5	-18	-5	6	0.3	110	-1	3	-2
CC(C)(C)[C@H]1C=C(C(=O)N2CCOCC2)O[C@@H](OCc2ccc(CO)cc2)C1	1	1	-11	-13	4	-1.8	106	9	-2	10
COc1ccccc1-c1nnc(SCC(=O)Nc2ccccc2)o1	0	-4	10	-12	-4	-2.1	102	3	-12	12
COC(=O)NCC(c1cccnc1)N1CCN(c2ccccc2F)CC1 (stereo unspecified)	7	3	-31	3	-3	-0.7	99	29	10	4
C=CCN(CC=C)C(=O)c1ccncc1	1	0	-38	0	0	-2.7	108	0	1	14
COc1ccc(C(=O)Nc2cccc3c2CCCC3)cc1	-1	-4	-8	7	2	-1.5	98	-7	-1	7
O=C1C(Cc2ccccc2)Nc2ncnc(N3CCCCC3)c2N1Cc1ccccc1 (stereo unspecified)	6	0	-19	-2	7	1.4	98	11	4	-8
CC(O)Cc1cn([C@@H](CCCCNC(=O)OC(C)(C)C)C(=O)N2CCN(C(=O)OC(C)(C)C)CC2)nn1 (stereo partly specified)	3	4	4	-6	6	-0.5	99	37	3	3
CC(C)c1ccc(NC(=O)COc2ccc(S(=O)(=O)N3CCOCC3)cc2)cc1	4	-3	-8	-8	5	0.6	90	14	-8	-4
CCC(=O)c1ccc(OCc2ccc(C#N)cc2)cc1	2	-2	-6	-12	2	-0.4	102	-3	-5	2
COc1ccc(N2CCN(C3CCCN(C(=O)CN4CCCCC4=O)C3)CC2)cc1 (stereo unspecified)	3	0	8	-5	8	-2.0	98	21	2	10
COc1ccccc1C(=O)NC(=O)COC(=O)C1CC1	3	3	-21	2	7	-1.3	99	21	2	8
Cn1c(C(=O)NCCCN2CCN(c3ccccc3F)CC2)cc2c(=O)n(C)c3ccccc3c21	-1	-2	-3	-9	1	1.5	117	-2	-6	-8
O=C(CCC1COc2ccccc2O1)Nc1ccccn1 (stereo unspecified)	0	-3	19	-3	5	-3.5	110	-2	-9	15
FC(F)Oc1ccc(NC(=S)NN2CCOCC2)cc1	2	-3	-22	-4	-1	0.5	x	5	-13	-3
COc1ccc(N(CC(=O)N/N=C/c2ccc(-c3ccc([N+](=O)[O-])cc3)o2)S(=O)(=O)c2ccc(C)cc2)cc1	6	1	3	-13	-3	-2.6	103	1	-16	14
O=C1NCC(Nc2ccc(Br)cc2)C(=O)N1 (stereo unspecified)	-3	0	-8	-9	2	-3.6	x	-17	-4	18
Cc1c(NC(=O)CN2C(=O)NC(C)(c3ccc4c(c3)OCCO4)C2=O)c(=O)n(-c2ccccc2)n1C (stereo unspecified)	-2	0	10	-6	2	-0.8	102	11	-12	3
CCCCN(Cc1ccccc1)C(=O)c1cnc2n(c1=O)CCS2	-3	1	-7	-7	-3	-0.4	94	3	-5	2
COc1ccc(CNc2cc(C)ccn2)c(O)c1	2	-2	-1	2	0	1.6	96	30	1	-9
COc1ccc(S(=O)(=O)N2CCCCC2)cc1NC(=O)CCCNC(=O)c1ccc(Cl)cc1	-2	-1	1	5	-1	0.7	x	18	-3	-3
CCOC(CNc1ncnc2sc(-c3ccccc3)cc12)OCC	-1	-6	-19	-1	5	0.1	103	-17	-5	0
CCOC(=O)c1ccc(OCC(=O)c2ccc(O)cc2O)cc1	-1	-3	-17	3	2	0.1	102	3	4	-1
CCOC(=O)c1cnc(SCC(=O)c2ccccc2)nc1N	3	-3	-15	-1	4	-2.4	101	1	8	12
O=C(O)CSc1nnc(CNc2ccccc2Cl)n1-c1ccccc1	2	0	-7	-14	-1	-2.4	x	24	-2	13
CN(C)N1C(=O)C2C3C=CC(O3)C2C1=O (stereo unspecified)	-4	3	12	9	-3	-2.0	93	7	-4	10
O=C(NCC1CCN(c2ccc(S(=O)(=O)N3CCOCC3)cc2)CC1)c1ccc(Cl)cc1	-1	-1	-5	3	-5	0.1	108	0	-8	0
CN1CCN(c2ccc(CNS(=O)(=O)Cc3ccc(Cl)cc3)cc2)CC1	2	2	-24	-1	-4	-4.0	x	-2	7	20
Cn1nc(C(=O)OCC(=O)N2CCc3ccccc32)c2ccccc2c1=O	-6	-3	-7	8	2	-2.2	110	2	-5	13
COC(=O)c1ccc(NC(=O)c2ccccc2NS(C)(=O)=O)cc1	1	2	1	8	-5	3.0	102	3	-5	-17
COc1ccccc1Nc1nnc(SCC(=O)NC(=O)Nc2ccc3c(c2)OCCO3)s1	2	2	-1	5	0	-0.1	101	4	-11	1
CCOc1ccc(NC(=O)c2ccc(N3CC4CC(C3)c3cccc(=O)n3C4)c(NC(=O)c3cccnc3)c2)cc1 (stereo unspecified)	2	2	-13	0	-1	-2.8	x	-8	4	14
CC1=NN(c2ccc([N+](=O)[O-])cc2)C(c2ccccc2)C1 (stereo unspecified)	4	-2	16	-9	5	-1.1	103	18	-5	6
CCC(C)Sc1nnc(NC(=O)c2ccco2)s1 (stereo unspecified)	-2	0	-4	4	1	-2.9	116	-14	3	14
CCCCN1C(N)=NC[C@@H]1Cc1ccc(O)cc1	-1	2	-12	0	-3	1.2	104	x	2	-7
C=CCn1c(-c2cccc(Cl)c2)n[nH]c1=S	5	-2	-17	4	7	-1.3	110	9	0	6
CC(C)n1cc(/C=C2/SC(=O)N(CC(=O)N3CCCC3)C2=O)c2ccccc21	2	-3	-7	-11	3	4.9	107	0	-10	-30
C=CCOc1cccc(C(=O)N2CCCC(Nc3ccc(F)cc3)C2)c1 (stereo unspecified)	-1	-4	-16	-15	6	0.2	101	6	-2	-1
CCCOc1ccc(Cn2c(O)cc(=O)[nH]c2=O)cc1	4	10	2	-5	0	-1.5	96	4	-13	9
